JMJD2A Tudor = qHTS Assay for Inhibitors of JMJD2A-Tudor Domain | Lysine-specific demethylase 4A (Homo sapiens), O75164 | hit rate 4.4% among 390,000 | AlphaScreen JMJD2A-Tudor / H3K4me3 peptide binding | Potency, µM (highest dose often 114 µM), for the others: at the top dose activity change, negative = inhibition, hits mostly inhibitors | AID 504339, 2011; further: potency means the concentration at half of the fitted maximal effect; on the % scale 0 is the no-effect control and ±100 the full control effect; nearly all actives have a fitted effect of over 50% in size
PI4K2A block = qHTS for small molecular inhibitors of PI4K2A; AID 1346378, 2018; activity change, negative = inhibition, % at 76.9 µM; Phosphatidylinositol 4-kinase type 2-alpha (Homo sapiens), Q9BTU6; hit rate 0.13% among 420,000; purified PI4K2A, ADP-Glo luminescence, 1 h; active compounds read low; in the data active means activity change below about -50%; inconclusive means mostly about -30% to -49%;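 further: -100% = wells without enzyme as full effect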
Target sequence (Q9BTU6 whole entry, looked up): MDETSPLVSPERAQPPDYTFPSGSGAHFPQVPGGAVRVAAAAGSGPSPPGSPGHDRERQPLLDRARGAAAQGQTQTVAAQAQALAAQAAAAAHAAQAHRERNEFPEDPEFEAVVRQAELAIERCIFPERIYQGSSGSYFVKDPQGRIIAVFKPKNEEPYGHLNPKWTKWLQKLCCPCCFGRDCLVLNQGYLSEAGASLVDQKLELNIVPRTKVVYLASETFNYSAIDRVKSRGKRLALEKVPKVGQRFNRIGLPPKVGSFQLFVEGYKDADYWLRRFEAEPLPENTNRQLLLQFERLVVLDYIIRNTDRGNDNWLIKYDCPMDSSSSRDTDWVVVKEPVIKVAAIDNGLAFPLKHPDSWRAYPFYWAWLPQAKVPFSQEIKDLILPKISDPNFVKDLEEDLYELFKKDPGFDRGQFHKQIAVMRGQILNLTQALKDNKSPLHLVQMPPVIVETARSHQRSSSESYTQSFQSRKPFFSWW
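In this quantitative HTS, ADP production by PI4K2A was quantified luminescently after 1 h at ambient temperature; 100 microM adenosine served as plate-quality control.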
HP1b binding inh = HTS for Inhibitors of HP1-beta Chromodomain Interactions with Methylated Histone Tails; hit rate 0.56% among 390,000; AID 540317, 2011; Potency, µM (titrated, usually from 114 µM), without a hit: at the top dose activity change, negative = inhibition, usual class: inhibitors; AlphaScreen HP1-beta / biotin-H3K9me3 peptide binding; Chromobox protein homolog 1 (Homo sapiens), P83916; further: potency means the concentration at half of the fitted maximal effect; nearly all actives have a fitted effect of over 70% in size; inactives centre near 23
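Compound inhibition of the preformed complex between 50 nM HP1-beta and 50 nM biotinylated H3K9me3 peptide was read by AlphaScreen. Buffer was PBS pH 7.4 with 0.01% Tween-20. Incubations ran 30 min at room temperature, with 10 ug/mL donor/acceptor beads.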
GLS inhibitor = qHTS for Inhibitors of Glutaminase (GLS); Potency, µM (highest dose often 45.5 µM), without a hit: top-dose activity change, negative = inhibition, usual class: inhibitors; GLS enzymatic activity, qHTS titration; hit rate 0.21% among 410,000; AID 624170, 2012; Glutaminase kidney isoform, mitochondrial (Homo sapiens), O94925; further: potency means the concentration at half of the fitted maximal effect; on the % scale 0 is the no-effect control and ±100 the full control effect
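hKGA; 45 mM KH2PO4 pH 8.2 + 0.02% Tween-20; cpd via pin tool; 1 mM Gln soln; GluOx/HRP/Amplex Red; RT 30 min; fluor. t0 & final.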
Pin1 inhibitor = qHTS Assay to Find Inhibitors of Pin1 | Potency, µM (doses to about 115 µM), for inactives: at the highest dose activity, negative = inhibition, hits mostly inhibitors | Pin1 FP peptide displacement, HiFluor488, 10 min | hit rate 0.009% among 390,000 | Peptidyl-prolyl cis-trans isomerase NIMA-interacting 1 (Homo sapiens), Q13526; active means well fitted inhibition curve with a large enough effect in the polarisation, with a control signal flat, not every such curve was filed as active; inconclusive means small, poorly fitted or top-dose-only effect, or effect the other way, or a change in a side signal; inactive means no such curve, though single readings can be large or run the other way; the % refers to the polarisation; further: potency means the concentration at half of the fitted maximal effect; on the % scale 0 is the no-effect control and ±100 the full control effect
Target sequence (Q13526 whole entry, looked up): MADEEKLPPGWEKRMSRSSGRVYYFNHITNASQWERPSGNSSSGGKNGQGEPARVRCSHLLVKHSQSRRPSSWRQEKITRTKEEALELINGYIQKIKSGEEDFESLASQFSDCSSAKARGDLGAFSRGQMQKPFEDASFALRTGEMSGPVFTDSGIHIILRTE
PGK inhibitor = qHTS Assay to Find Inhibitors of Phosphoglycerate Kinase | hit rate 0.043% among 380,000 | AID 602233, 2012 | Phosphoglycerate kinase, glycosomal (Trypanosoma brucei brucei), P07378 | Potency, µM (highest dose often 57.5 µM), for inactives: at the highest dose activity change, negative = inhibition, actives largely listed as inhibitors | PGK/GAPDH coupled, Kinase-Glo luminescence, 60 min; further: potency means the concentration at half of the fitted maximal effect; on the % scale 0 is the no-effect control and ±100 the full control effect; nearly all actives have a fitted effect of over 60% in size
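Luminescent ATP detection (Kinase-Glo Plus) follows a 60-minute room-temperature incubation, with wells lacking PGK as controls. Buffer: 100 mM TEA (pH 7.6), 5 mM MgCl2, 0.01% Tween-20. Coupling enzyme GAPDH (100 nM final) supplies unstable 1,3-BPG in-well.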
ERG-DNA inh = qHTS for Small Molecule Inhibitors of the ERG Ets/DNA interaction. Transcriptional regulator ERG (Homo sapiens), P11308. fluorescence polarization, His-ERG Ets domain / labelled DNA. Potency, µM (top dose mostly 76.9 µM), inactives show at the highest dose FP activity, negative = inhibition, usual class: inhibitors. hit rate 0.028% among 370,000; active means well fitted inhibition curve with a large enough effect in the polarisation, with a control signal flat; inconclusive means small, poorly fitted or top-dose-only effect, or effect the other way, or a change in a side signal; inactive means no such curve, though single readings can be large or run the other way; the % refers to the polarisation;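 further: polarization taken with two DNA probes labelled with fluorescein and Texas red; potency means the concentration at half of the fitted maximal effect; % of control where 0% means no effect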
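His-tagged ERG Ets domain (1 uM in the protein solution; 300mM KCl, 50mM Tris-HCl, 1mM EDTA, 1mM DTT, pH 7.5) received compound, then a probe mix of 5 nM fluorescein-DNA and 100nM Texas-615-DNA. Fluorescence polarization was read for both dyes.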
G9a inh = qHTS Assay for Inhibitors of Histone Lysine Methyltransferase G9a; hit rate 8.8% among 350,000; G9a H3K9 monomethylation, AlphaScreen, 2 h; Potency, µM (highest dose often 102 µM), for inactives: at the top dose activity, negative = inhibition, hits mostly inhibitors; Histone-lysine N-methyltransferase EHMT2 (Homo sapiens), Q96KQ7; AID 504332, 2011; further: potency means the concentration at half of the fitted maximal effect; on the % scale 0 is the no-effect control and ±100 the full control effect; nearly all actives have a fitted effect of over 75% in size
Target sequence (Q96KQ7 913-1193 limits assumed): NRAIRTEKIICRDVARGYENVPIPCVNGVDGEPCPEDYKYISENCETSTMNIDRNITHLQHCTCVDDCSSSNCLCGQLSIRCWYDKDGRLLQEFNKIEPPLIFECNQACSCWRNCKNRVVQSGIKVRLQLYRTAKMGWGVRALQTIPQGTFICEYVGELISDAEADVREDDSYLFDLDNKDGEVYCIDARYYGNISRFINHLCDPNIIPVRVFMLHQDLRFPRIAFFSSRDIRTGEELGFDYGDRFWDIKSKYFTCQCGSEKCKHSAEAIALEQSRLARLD
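G9a (20 nM) preincubated 15 min RT with compounds, then 500 nM biotinylated H3K9 peptide and 20 uM SAM added; 2 h RT reaction. Monomethyl-H3K9 product detected by AlphaScreen with anti-H3K9me1 antibody, streptavidin donor and anti-rabbit IgG acceptor beads.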
BAZ2B block = qHTS Assay for Inhibitors of BAZ2B | AID 504333, 2011 | hit rate 4.4% among 360,000 | AlphaScreen BAZ2B-H3K14Ac peptide displacement | Bromodomain adjacent to zinc finger domain protein 2B (Homo sapiens), Q9UIF8 | Potency, µM (series often up to 114 µM), inactives show at the highest dose activity change, negative = inhibition, usual class: inhibitors; further: potency means the concentration at half of the fitted maximal effect; on the % scale 0 is the no-effect control and ±100 the full control effect; nearly all actives have a fitted effect of over 60% in size
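Compounds, titrated to a top concentration of 110 uM, were incubated 30 min at room temperature with preformed BAZ2B/acetyl-K14 H3 peptide complex (50 nM each). Proximity signal was measured by AlphaScreen after 20 min with beads.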
* marks the source's active call; other numbers are inactive results; i = inactive; ? = inconclusive; / = not tested or not shown; & = joins results of further samples; [ ] = dose if it differs, or a comment. Unless noted, the call rests on the fitted dose curve; in most records, active means well fitted curve in the direction sought with a large enough effect; inconclusive means small, poorly fitted or top-dose-only effect, or another doubt; inactive means no such curve, though single readings can be large; an effect the other way counts as inactive or inconclusive. An unsorted share of the library; any-hit rate near 11%.

SMILES | JMJD2A Tudor | PI4K2A block | HP1b binding inh | GLS inhibitor | Pin1 inhibitor | PGK inhibitor | ERG-DNA inh | G9a inh | BAZ2B block
O=C(N/N=C/c1ccc(N2CCOCC2)cc1)c1ccc(NS(=O)(=O)c2cccs2)cc1 | -24% | -3 | 26% | -5% | -10% | -1% | 18% | ? | -23%
O=C(O)/C=C/c1ccc(S(=O)(=O)NCc2cccnc2)cc1 | -1%[11.4 µM] | 6 | 9% | -3% | -6% | -1% | 11% | 23%[59 µM] | -14%
CCOc1cccc(C2C(C(=O)c3ccc(C)o3)=C(O)C(=O)N2c2nccs2)c1 (stereo unspecified) | ? | 0 | 21% | 5% | ? | 3% | 2% | 6.3µM* | ?
Cc1nnc(NC(=O)NCN2C(=O)C3C4C=CC(C4)C3C2=O)s1 (stereo unspecified) | -7% | -13 | 22% | -1% | -1% | i | -10% | -10% | 1%
COC(=O)c1ccc(OC(=O)N2CCOCC2)cc1 | -6% | -1 | 25% | 10% | 0% | 1% | 0% | -13%[0.501 µM] | 10%
NC(N)=Nc1nc(-c2ccccc2)c2cc(F)ccc2n1 | -12% | 2 | 24% | -22% | 3% | -9% | 10% | ? | -16%
Cc1ccc(C(C)C)c(OCC(=O)Nc2ccc(Cl)cn2)c1 | 0% | -3 | 58% | -8% | 5% | -4% | -7% | 48%[activator][59 µM] | 29%
Cc1ccccc1OCC(=O)OCC(=O)NCc1ccccc1Cl | 2% | -3 | 68%[activator] | -3% | 3% | -5% | -1% | / | /
Cc1ccc(-c2onc(C)c2C)cc1S(=O)(=O)N1CCc2ccccc21 | 4% | 1 | 98%[activator] | 8% | ? | 2% | 6% | 19%[59 µM] | 7%
CCOc1ccc(CNS(=O)(=O)c2ccc3c(c2)CC(=O)N3C)cc1 | 1% | 5 | 17%[57 µM] | 8% | -5% | -4% | 1% | ? | -17%
Nc1c(N(Cc2ccco2)C(=O)c2ccccc2F)c(=O)[nH]c(=O)n1Cc1ccccc1 | -14% | -6 | 13% | 1% | -11% | -9% | 13% | -9% | 2%
O=[N+]([O-])c1ccc(CS(=O)(=O)c2ccc(Cl)cc2)cc1 | -9% | 1 | 31% | 4% | -1% | -3% | -9% | 14% | -14%
CSc1ccc(S(=O)(=O)NCc2ccccc2Cl)cc1 | 5% | -4 | / | -1% | 8% | i | 3% | -7%[59 µM] | 16%
CN(C)c1ccnc2sc3c(=O)n(Cc4ccccc4)cnc3c12 | -1% | ? | 31% | -8% | 9% | 11% | -2% | 26%[0.501 µM] | 7%
CCC1SC(CC)C(=O)N(CC(=O)NC2CCCCC2)C1=O (stereo unspecified) | -7% | 0 | 18% | 3% | 5% | -3% | 0% | 3% | -11%
CN(c1ncc(C(F)(F)F)cc1Cl)n1cc(C(=O)O)c2ccccc2c1=O | -12% | -7 | 21% | 1% | 4% | -9% | 3% | 10%[59 µM] | 1%
CCOC(=O)c1c(C)oc2nc(C)nc(NCc3ccc(OC)cc3)c12 | 11% | 0 | 31% | 3% | 7% | i | 3% | -3%[59 µM] | 3%[57.1 µM]
O=C(/C=C/c1ccccc1)Nc1cc(-c2nc3ccccc3o2)ccc1Cl | -22% | -4 | 21% | -1% | 16% | / | 5% | -47%[59 µM] | 4%
O=C(N[C@@H](Cc1ccccc1)C(=O)O)c1ccncc1 | -12% | -3 | 19% | 4% | -3% | -3% | -6% | -9%[59 µM] | -11%
Cc1cc(N2CCN(c3nc4ccccc4s3)CC2)n2ncnc2n1 | -10% | 2 | 27% | -3% | -8% | i | 7% | 30%[12.7 µM] | 3%
CC(C)(C)c1cc(NCCCn2ccnc2)n2ncc(-c3ccccc3)c2n1 | ? | 6 | 10% | -2% | ? | 5% | -4% | ? | 56µM*
O=C(C1CCN(S(=O)(=O)c2cccc3cccnc23)CC1)N1CCN(c2ccccn2)CC1 | -17% | 1 | 9% | 3% | 0% | -7% | -8% | 32%[0.501 µM] | -26%
COc1ccc(CNc2ncnc(N)n2)cc1 | -16% | -10 | 38% | 6% | 0% | 6% | -1% | 20%[12.7 µM] | -5%
CN1CCN(C(=O)C2=C[C@@H](c3coc4ccccc4c3=O)C[C@@H](OCc3ccc(CO)cc3)O2)CC1 | -21% | -3 | 5% | 2% | 2% | 0% | -12% | 21%[12.7 µM] | -17%
N#CC(C(=O)Nc1cccc(Cl)c1)=C1Nc2ccccc2N1 | ? | 0 | 69%[activator] | 1% | -2% | -1% | 3% | -2%[12.7 µM] | -9%
CCOC(=O)Cc1csc(SCC(=O)NC(C)C23CC4CC(CC(C4)C2)C3)n1 (stereo unspecified) | 11% | 0 | 54%[activator] | -3% | 0% | -4% | -9% | -5%[59 µM] | 11%
CS(=O)(=O)Nc1cccc(C2=NN(S(=O)(=O)c3ccccc3)C(c3ccco3)C2)c1 (stereo unspecified) | ? | 5 | ? | 11% | 5% | i | -1% | 50µM* | -21%
Cn1c(SCC(=O)Nc2ccc3c(c2)OCCO3)nnc1-c1cccnc1 | -17% | 2 | 3% | 6% | 0% | -4% | -14% | ? | -11%
Cc1c(C)n(C)c2ccc(C(=O)NCCCN3CCCCC3C)cc12 (stereo unspecified) | ? | 8&3 | 33%&29% | 1%&4% | -1%&6% | -1%&0% | 19%&-8% | -8% | ?
O=C(NC1CCCCC1)C(c1cccs1)N(Cc1cccs1)C(=O)c1cccs1 (stereo unspecified) | -20% | 3 | 29% | 2% | 47%[activator] | -2% | -2% | -5%[59 µM] | 4%
COc1ccc(N=C(C)c2sc3ccccc3c2O)cc1 | 7% | 1 | 44%[activator] | 3% | 19% | -1% | -3% | -6% | -14%
CN(Cc1ccncn1)C(=O)C1CCC(=O)N(Cc2cccc(C(F)(F)F)c2)C1 (stereo unspecified) | -17% | 4 | 6% | 1% | -10% | -2% | 9% | / | 0%
CCOc1ccc(S(=O)(=O)Nc2cccnc2)cc1 | 1% | -2 | 63%[activator] | -17% | -1% | 5% | -2% | 3% | -4%
COc1cccc(Cc2nc3ccccc3nc2SCC(=O)N2CCN(c3ccccc3)CC2)c1 | -31% | -4 | 16%[57 µM] | -2% | ? | i | 9% | 4%[59 µM] | -10%
Cc1cc(C)cc(NC(=O)N2CCCC2C(=O)NCc2ccco2)c1 (stereo unspecified) | 0%[57.1 µM] | 5 | 39%[activator] | 2% | -3% | -5% | 1% | -5% | -17%
O=C(c1ccc2c(c1)OCO2)N(Cc1cccs1)C1(C(=O)NC2CCCCC2)CCCCC1 | -21% | -9 | -6% | -12% | -3% | -4% | -8% | 2% | -5%
Cc1cccc(-c2nc3ccccc3c(=O)n2NC(=O)/C=C/c2ccc([N+](=O)[O-])cc2)c1 | ? | 3 | -14% | 2% | -3% | -1% | -1% | ? | -37%
CC(C)(C)c1ccc(C(=O)NNC(=O)Cc2cccc3ccccc23)cc1 | -4% | -1 | 24% | 14% | -11% | -2%[11.5 µM] | / | -4% | -13%
CCOC(=O)c1c(C)[nH]c(C)c1S(=O)(=O)N1CCCC(C(=O)N2CCN(c3ccccc3F)CC2)C1 (stereo unspecified) | ? | 0 | -14% | 5% | 5% | -2% | -13% | -1%[59 µM] | ?
CC(C)(C)c1ccccc1NC(=O)c1ccc(-n2cncn2)c([N+](=O)[O-])c1 | -26% | 0 | 25% | -3% | -1% | -1% | -10% | -42% | 2%
CCOc1ccc(N2CC(C(=O)Nc3nnc(CC)s3)CC2=O)cc1 (stereo unspecified) | -4% | -21 | 20% | 0% | -3% | -1% | -4% | ? | -2%
O=C(O)c1ccc(S(=O)(=O)N2CCN(c3ccccn3)CC2)cc1 | -1% | 3 | 37% | -2% | -2% | 1% | 7% | -14% | 3%
CCOc1ccc(N(Cc2cc3cc(C)ccc3[nH]c2=O)C(=O)COC)cc1 | 1% | -2 | 54%[activator] | -3% | 0% | i | 3% | / | 12%
CC(C)Oc1ccc(C2CC(=O)N(C)C2=O)cc1 (stereo unspecified) | 3% | 0 | 32% | 2% | 0% | -10% | 9% | 18% | 2%
CCn1c(SCC(=O)N(C)C)nc2cc(S(=O)(=O)N3CCOCC3)ccc21 | 1% | 0 | 28% | -3% | -2% | -2% | -2% | ? | 5%
Cc1nc(-c2ccc(C(=O)Nc3ccc(F)cc3)cc2)cs1 | -35% | ? | 5% | -10% | 12% | -5% | -4% | 16%[12.7 µM] | ?
O=[N+]([O-])c1cc(C=Nc2ccc3ccccc3c2)ccc1Br | 50µM* | 3 | 50µM* | 26% | -1% | 0% | -1% | 10µM* | 28µM*
Cc1nc(SCc2nc3c(C)cccc3[nH]2)c2oc3ccccc3c2n1 | ? | -2 | 11% | -1% | ? | 2% | / | / | /

Screens (PubChem BioAssay)
